GAA glycogen – inhibitors or activators of human alpha-glucosidase glycogen cleavage; recombinant GAA, glycogen substrate, Amplex Red glucose oxidase fluorescence; Potency, µM (series often up to 76.4 µM), for the others: top-dose activity change, negative = inhibition, hits mostly inhibitors; actives 0.38% (n = 300,000); active means well fitted inhibition curve with a large enough effect;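 further: 0% = full enzyme reaction and -100% = no-enzyme basal signal; the screen sought inhibitors and activators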
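Recombinant human enzyme (4 nM); glycogen substrate; 37 C, 40 min, pH 5.0. Readout: coupled glucose oxidase/Amplex Red fluorescence.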
Numbers without * were called inactive; & = joins results of further samples; [ ] = another dose, or the depositor's remark. Potency means the concentration at half of the fitted maximal effect. An excerpt, so the mix of outcomes need not match the whole.

smiles,GAA glycogen
CC(=O)C1[C@H](N(C)C)CC2C3CC=C4CC(O)CC[C@]4(C)C3CC[C@@]21C (some centres not stated),0%
COc1ccc(-c2cc3c(=O)n(CC(=O)N4CCCC4)ncn3n2)cc1,-18%[76.3 µM]
CCCN1CCc2c(sc(NC(=O)CCS(=O)(=O)c3ccccc3)c2C(N)=O)C1,-7%[76.3 µM]
COc1ccc(S(=O)(=O)CC(=O)c2cc(C)c(O)c(C)c2)cc1,0%
O=C(CCC(=O)Nc1ccc(F)cc1)N/N=C/c1ccccc1,4%
Clc1ccc(Cn2nnc3ccccc32)cc1,0%[76.3 µM]
Cc1oc(-c2ccccc2F)nc1CSCC(=O)NC1CC1,9%[76.3 µM]
Cc1ccc(C(=O)NCc2nnc3c(C(F)(F)F)cc(Cl)cn23)o1,-2%[76.3 µM]

Brought forward from above: seven compounds, then new ones.
smiles,GAA glycogen
COc1ccc(-c2cc3c(=O)n(CC(=O)N4CCCC4)ncn3n2)cc1,-18%[76.3 µM]
CCCN1CCc2c(sc(NC(=O)CCS(=O)(=O)c3ccccc3)c2C(N)=O)C1,-7%[76.3 µM]
COc1ccc(S(=O)(=O)CC(=O)c2cc(C)c(O)c(C)c2)cc1,0%
O=C(CCC(=O)Nc1ccc(F)cc1)N/N=C/c1ccccc1,4%
Clc1ccc(Cn2nnc3ccccc32)cc1,0%[76.3 µM]
Cc1oc(-c2ccccc2F)nc1CSCC(=O)NC1CC1,9%[76.3 µM]
Cc1ccc(C(=O)NCc2nnc3c(C(F)(F)F)cc(Cl)cn23)o1,-2%[76.3 µM]
O=C(N/N=C/c1ccccc1O)c1ccc2c(c1)OCO2,2%
CCCOc1ccc(-c2c(C(=O)N/N=C/c3cccnc3)nnn2-c2nonc2N)cc1,-5%[76.3 µM]
COc1ccc(C(C(=O)NC2CCCCC2)N(C(=O)c2snc(C(N)=O)c2N)c2ccccc2OC)cc1 (configuration not stated),1%
c1ccc(SCc2cn(C[C@H]3CC[C@@H]([C@@H]4CC[C@H](Cn5cc(CSc6ccccc6)nn5)O4)O3)nn2)cc1,10%[76.3 µM]
COc1cc(OC)c(NC(=O)C(CC(C)C)N2Cc3ccccc3C2=O)cc1Cl (configuration not stated),1%[76.3 µM]
O=C(C1=C(O)C(=O)N(CC2CCCO2)C1c1cccc(O)c1)c1ccco1 (configuration not stated),0%
O=S1(=O)CCOC[C@H](CC2CCCCC2)N1Cc1cccc(F)c1,-3%[76.3 µM]
Cc1ccc2oc(C(=O)NC3CCS(=O)(=O)C3)c(C)c2c1 (configuration not stated),3%[76.3 µM]
Cc1ccc2nccc(C(=O)N3CCCC(N4CCN(c5ccc(F)cc5)CC4)C3)c2c1 (configuration not stated),-4%[76.3 µM]
COc1ccc(N(CC(=O)Nc2cccc(C)c2)S(=O)(=O)c2ccc(C)cc2)cc1OC,4%[76.3 µM]
Cc1ccccc1CN1C(=O)/C(=C\c2ccc(C(=O)NCCN3CCOCC3)cc2)Sc2ccccc21,0%[76.3 µM]
COc1ccccc1NC(=O)/C(C#N)=C/c1cccnc1,2%[76.3 µM]
COc1ccc(C(=O)CCC(=O)NCCc2c[nH]c3ccccc23)cc1,-10%
Nc1nc(SCC(=O)Nc2ccc(Cl)cc2C(F)(F)F)n[nH]1,-6%[76.3 µM]
COc1ccc(-c2noc(CCCC(=O)NC3CCCCC3)n2)cc1OC,-11%
C/C(=N\NC(=O)c1ccc(Br)cc1)c1cccnc1,-11%[76.3 µM]
COc1ccc(Cl)cc1CN1C(=O)NC2(CCCCCC2)C1=O,1%
CSCc1nnc(NC(=O)c2ccc(S(=O)(=O)N3CCCCC3C)cc2)o1 (configuration not stated),0%
O=C(O)c1ccc(S(=O)(=O)c2ccc3c(c2)C(=O)N(c2ccccc2[N+](=O)[O-])C3=O)cc1,-4%[76.3 µM]
CC(CCc1ccc(O)cc1)NCc1ccc(Br)cc1 (configuration not stated),-4%[76.3 µM]
O=C1Nc2ccccc2C1=Nc1cccc(Cl)c1,-2%[76.3 µM]
CCCCN(C)CCN1C(=O)C2C(C(=O)Nc3cccc(OC)c3)C3C=CC2(O3)C1C(=O)NC1CCCCC1C (configuration not stated),-1%
Cc1ccc(NC(=O)c2ccc3nc(N4CCOCC4)sc3c2)c(Cl)c1,10%[76.3 µM]
CC(=O)c1cccc(NC(=O)c2ccccc2N(Cc2ccccc2)S(C)(=O)=O)c1,3%[76.3 µM]

Continued, starting with the last two of the part before.
smiles,GAA glycogen
Cc1ccc(NC(=O)c2ccc3nc(N4CCOCC4)sc3c2)c(Cl)c1,10%[76.3 µM]
CC(=O)c1cccc(NC(=O)c2ccccc2N(Cc2ccccc2)S(C)(=O)=O)c1,3%[76.3 µM]
CCN(CC)CCNC(=O)c1ccc(CS(=O)(=O)c2ccccc2C)o1,0%
COc1cc(C(=O)Nc2cc(C)nn2-c2ccccc2)cc(OC)c1OC,1%
Cc1ccc(Cn2ccn(CC(=O)Nc3ccccc3C(F)(F)F)c(=O)c2=O)cc1,-11%[76.3 µM]
CC(C)c1ccc(NC(=O)c2ccc(CN3CC(=O)N4CCCCC4C3=O)cc2)cc1 (configuration not stated),-17%[76.3 µM]
CCOc1ccccc1NC(=O)c1cccc(NC2=NC3CS(=O)(=O)CC3S2)c1 (configuration not stated),-18%[76.3 µM]
CN1CC(=O)Nc2ccc(Br)cc2C1=O,1%
COCCCC1CCN(C(=O)C2CCC(=O)N(CCc3ccccc3)C2)CC1 (configuration not stated),5%[76.3 µM]
O=C(NCCN1CCOCC1)c1ccc(CS(=O)c2ccccc2Cl)o1 (configuration not stated),-12%[76.3 µM]
Cc1cccc(-c2noc(CN(C)C(=O)COc3ccccc3)n2)c1,-2%[76.3 µM]
COc1ccc(OC)c(-c2cc(C(=O)N/N=C(\C)c3cccnc3)c3ccccc3n2)c1,-25%[76.3 µM]
Cc1cc(C)c(C)c(S(=O)(=O)NCCCn2ccnc2)c1C,4%[76.3 µM]
COc1ccccc1-n1c(-c2ccc(F)cc2)coc1=O,-7%
CCc1cccc(NC(=O)CSc2nnc(-c3cc4occc4n3C)n2-c2ccccc2C)c1,-3%[76.3 µM]
O=C(COc1ccc2ccc(=O)oc2c1)NC1CCN(Cc2ccccc2)CC1,-20%[76.3 µM]
Cc1ccc(N(CC(=O)NCc2ccccc2)C(=O)CCC(=O)Nc2ccccn2)c(C)c1,0%
COc1ccc(-c2csc3ncnc(N4CCN(Cc5ccccc5)CC4)c23)cc1,-2%[76.3 µM]
COc1ccccc1NS(=O)(=O)NC(=O)c1c(C)[nH]c2ccccc12,-7%[76.3 µM]
CN(C)c1ccc(C(=O)N=c2sccn2C)cc1[N+](=O)[O-],0%[76.3 µM]
Cc1ccc(Cl)cc1NC(=O)CCn1c(=O)c2cccn2c2cccnc21,14%[76.3 µM]
O=C(Cc1ccccc1)N1CCN(c2ccc([N+](=O)[O-])cc2)CC1,1%
O=C(/C=C/c1ccco1)OCC(=O)c1cccc([N+](=O)[O-])c1,-17%
Cc1ccc(NS(=O)(=O)c2cccc(C(=O)NNC(=O)c3cccn3C)c2)c(C)c1,-2%[76.3 µM]
COc1ccc(-c2cc(=O)oc3c(C)c(OC(C)C(=O)Nc4ccc(CN5CCOCC5)cc4)ccc23)cc1 (configuration not stated),-1%[76.3 µM]
CC1CN(S(=O)(=O)c2ccc(C(=O)Nc3ccc(S(=O)(=O)N4CCOCC4)cc3)cc2)CC(C)O1 (configuration not stated),-17%[76.3 µM]
CC1CCN(C(=S)NC(=O)c2cccc([N+](=O)[O-])c2)CC1,2%[76.3 µM]
Cc1ccc(CNC(=O)C2CCCN(S(=O)(=O)c3cccc4nonc34)C2)cc1 (configuration not stated),-7%
CN1C(=O)C(=O)/C(=C(/O)c2ccccc2)C1c1ccc(Br)cc1 (configuration not stated),4%[76.3 µM]
Cc1ccc(CS(=O)(=O)Cc2ccc(C(=O)NC3CCCCCC3)o2)cc1,1%[76.3 µM]
NS(=O)(=O)Oc1ccccc1,19%[76.3 µM]
COc1cc(C2/C(=C(\O)c3ccc4c(c3)CC(C)O4)C(=O)C(=O)N2CC2CCCO2)cc(OC)c1OC (configuration not stated),-12%[76.3 µM]
Cc1ccccc1C(=O)Nc1ccnn1C1CCN(Cc2c(C)n(C)c3ccccc23)CC1,14%[76.3 µM]
COc1cc(CNC(C)C23CC4CC(CC(C4)C2)C3)ccc1OCC(=O)NC(C)(C)C (configuration not stated),8%
COc1ccc(-n2nc(C(=O)N(C)C)nc2-c2ccccc2)cc1,-3%[76.3 µM]
CC(OC(=O)CN1C(=O)c2ccccc2C1=O)C(=O)NC1CCCC1 (configuration not stated),2%
COc1ccc(OC)c(NC(=S)N2CCCC2)c1,-1%[76.3 µM]
COCCN(CC1CCCN(C2Cc3ccccc3C2)C1)C(=O)CCC(C)=O (configuration not stated),2%[76.3 µM]
CC1CCCN(CCCNC(=O)CN2C(=O)COc3ccccc32)C1 (configuration not stated),0%[76.3 µM]
Cc1nn(C)cc1C(=O)Nc1ccc2c(c1)OCCO2,-11%
O=C(Nc1cccnc1)C1CC(=O)N(c2ccc(F)cc2)C1 (configuration not stated),-8%
CCOc1ccc(N2CC(C(=O)Nc3ccccc3C(=O)NC3CC3)CC2=O)cc1 (configuration not stated),5%
Cc1ccc(C)c(C(=O)CCC(=O)Nc2ccc(F)cc2)c1,-12%[76.3 µM]
Cc1ccc(NC(=O)Cn2cc(C=O)c3ccccc32)cc1C,-10%[0.611 µM]
CCOC(=O)c1c(C)[nH]c(C)c1S(=O)(=O)NC1CCN(C(=O)OCC)CC1,-1%[76.3 µM]
COc1ccccc1/C=C/CN1CCCCC1,-1%[76.3 µM]
Cc1cc(NS(=O)(=O)c2ccc(NC(=O)COc3ccc(Br)cc3)cc2)nc(C)n1,-1%[76.3 µM]
COc1cccc(NC(=O)CS(=O)(=O)Cc2nc(-c3ccc(C)cc3)oc2C)c1,10%[76.3 µM]
O=C(CN(Cc1ccccc1)C(=O)CCC(=O)Nc1nccs1)NCC1CCCO1 (configuration not stated),0%
O=C(CN1C(=O)c2ccccc2S1(=O)=O)NCCc1ccccc1,-8%

Copied from the list.
Cc1ccc(C)c(C(=O)CCC(=O)Nc2ccc(F)cc2)c1 in GAA glycogen: -12%[76.3 µM]
O=C(CN1C(=O)c2ccccc2S1(=O)=O)NCCc1ccccc1 in GAA glycogen: -8%

(list continues)
smiles,GAA glycogen
CN1CCCN(C(=O)c2cccc(Br)c2)CC1,-2%[76.3 µM]
CC(C)Cn1c(=O)c2sccc2n2c(CCCC(=O)NCC(C)c3ccccc3)nnc12 (configuration not stated),18%[76.3 µM]
CN1CCN(c2nc3c(S(=O)(=O)c4ccc(Cl)cc4)nnn3c3ccsc23)CC1,15%[76.3 µM]
COC(=O)c1ccc2c(c1)NC(=O)c1ccccc1S2,-1%
COc1cc2ncnc(NCc3ccc(F)cc3)c2cc1OC,1%
COc1ccc(C(CNC(=O)C(Cc2ccccc2)NC(N)=O)N(C)C)cc1 (configuration not stated),0%
Cc1ccc([C@@H]2[C@@H]3C(=O)N(c4ccccc4)C(=O)[C@@H]3[C@]3(C)C(=O)N(Cc4ccccc4)CC(=O)N23)o1,20%[76.3 µM]
CCOc1ccccc1OC(=O)CN1C(=O)c2ccccc2C1=O,7%[76.3 µM]
CCOc1ccc(CCNC(=O)C2CCCN(S(=O)(=O)N3CCOCC3)C2)cc1OCC (configuration not stated),-10%[76.3 µM]
CC(C)CNS(=O)(=O)c1ccc(C(=O)Nc2ccc3c(c2)OCO3)cc1,-3%
O=C(c1ccc(CS(=O)Cc2ccc(Cl)cc2)o1)N1CCN(c2ccc(F)cc2)CC1 (configuration not stated),1%[76.3 µM]
Cc1ccc(C)c(-c2cc(C(=O)NC3CC3)c3ccccc3n2)c1,2%[76.3 µM]
CCCCc1ccc(N2C(=NC(=O)C3CCCO3)SC3CS(=O)(=O)CC32)cc1 (configuration not stated),0%[76.3 µM]
O=C(c1ccccc1)c1c[nH]c2ccccc12,0%
COc1cc(/C=N/NC(=O)c2csc3c2CCCC3)ccc1OCCN1CCOCC1,1%[76.3 µM]
COc1ccc(CCN2C(=S)N(c3ccccc3)C(=O)C2CC(=O)O)cc1OC (configuration not stated),-14%
CCn1c(SCC(=O)N2CCCCCC2)nc2ccccc2c1=O,9%[76.3 µM]
O=C(Cc1ccccc1)NCC(=O)OCC(=O)c1ccc(F)cc1,3%[76.3 µM]
Nc1ccc(SCc2cccnc2)cc1,0%
CCOC(=O)C1=C(C)N(C)C(=O)NC1c1ccc2c(c1)OCO2 (configuration not stated),3%
Cc1cccc(C(=O)Nc2nnc(S(=O)(=O)N(C)Cc3ccco3)s2)c1,-19%&-2%[76.3 µM]
CC1CCC2C(=O)N(c3cccc(C(=O)Nc4ccc(F)cc4)c3)C(=O)C2C1 (configuration not stated),-2%[76.3 µM]
O=C(Cc1ccccc1)N1CCc2[nH]nc(-c3ccccc3)c2C1,3%
